PhoP GFP inhibition = PhoP regulon inhibitors, Salmonella typhi PhoP promoter GFP reporter, confirmatory (AID 1850); Salmonella Typhi PhoP-promoter GFP reporter, fluorescence, 4 h; higher % means a stronger effect; one-dose inhibition, % at 50 µM; IC50 in µM for titrated hits; actives 0.33% (n = 310,000); in the data active = a potency from the dose series; inconclusive = inhibition mostly from about 25% at the one dose, without a potency; inactive = the rest, 99 in 100 with inhibition below about 19%;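 also: 0% = induced wells with vehicle and 100% = uninduced wells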
M. tuberculosis HTS = M. tuberculosis growth inhibition, HTS (AID 449762); actives 0.59% (n = 330,000); inhibition, % at 25 µM; hits with a dose series show IC50 in µM; M. tuberculosis H37Rv growth inhibition, 7H9 media; higher % means a stronger effect; in the data active = a potency from the dose series; inconclusive = inhibition above about 70% without an active follow-up result;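 also: bacterial growth assessed after seven days of incubation; strong numbers were not always called active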
VEEV TC-83 Vero = inhibitors of VEEV TC-83 cytopathic effect, confirmation, Vero cells (AID 588727). inhibition, % at 20 µM, or IC50 in µM where a hit was titrated. Vero cells, VEEV TC-83 cytopathic effect inhibition; higher % means a stronger effect. actives 0.13% (n = 350,000); in the data active = a potency from the dose series; inconclusive = inhibition mostly from about 14% at the one dose, without a potency; inactive = the rest, 99 in 100 with inhibition below about 12%; also: strong numbers were not always called active
H1N1 NS1A inhibition = H1N1 influenza NS1A inhibitors, functional cell based assay (AID 504329) | actives 0.3% (n = 340,000) | NS1A functional cell-based assay, percent inhibition; higher % means a stronger effect | inhibition, % at 12.5 µM; hits with a dose series show IC50 in µM; in the data active = a potency from the dose series; inconclusive = inhibition above about 27% without an active follow-up result; also: strong numbers were not always called active
tuberculosis growth = growth inhibition of non-replicating M. tuberculosis (AID 488890); actives 0.39% (n = 320,000); Mycobacterium tuberculosis non-replicating, growth inhibition; higher % means a stronger effect; one-dose inhibition, % at 25 µM; IC50 in µM for titrated hits; in the data active = a potency from the dose series; inconclusive = inhibition mostly from about 82% at the one dose, without a potency; inactive = the rest, 99 in 100 with inhibition below about 76%;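 also: plate controls were DMSO cells for no effect and high antibiotic wells for full effect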
VEEV TC-83 Vero 10K pilot screen = further read-out of VEEV TC-83 Vero, marked with its call; inhibition, %; measured here: 10K pilot screen inhibition
An asterisk follows results filed as active. Not a hit list (roughly 1.4% active in at least one column).

For Cc1cc(C)n(CC(=O)n2c(C)c(C)c3ccccc32)n1 the results were PhoP GFP inhibition -3%, M. tuberculosis HTS -2%, VEEV TC-83 Vero inactive, H1N1 NS1A inhibition -14% and tuberculosis growth -13%.
COc1ccc(C(=O)N2CCC(c3ccccc3)CC2)c(OC)c1OC was read as PhoP GFP inhibition 10%, M. tuberculosis HTS 16%, VEEV TC-83 Vero 1.3%, H1N1 NS1A inhibition 1% and tuberculosis growth -1%.
Screening CCOC(=O)c1ccccc1NC(=O)CN1CCC(n2nnc3cc(F)ccc32)CC1 returned VEEV TC-83 Vero 0.6% and H1N1 NS1A inhibition -11%.
Screening CCCCn1c(N)c(N(CCOC)C(=O)C2CCN(S(=O)(=O)c3ccc(F)cc3)CC2)c(=O)[nH]c1=O returned PhoP GFP inhibition 1%, M. tuberculosis HTS -4%, VEEV TC-83 Vero 0.3%, H1N1 NS1A inhibition -7% and tuberculosis growth 13%.
CCCCn1c2nc3ccccc3nc2c2c(=O)n(CCC)cnc21 was read as PhoP GFP inhibition -3%, M. tuberculosis HTS 0%, VEEV TC-83 Vero 8.2%, H1N1 NS1A inhibition 1% and tuberculosis growth 4%.
`CCOc1ccc(CCNC(=O)COC(=O)CNS(=O)(=O)c2ccc(NC(C)=O)cc2)cc1OCC` gave PhoP GFP inhibition -10%, M. tuberculosis HTS 19%, VEEV TC-83 Vero 1.4%, H1N1 NS1A inhibition -3% and tuberculosis growth 5%.
`O=C(O)CC(CC(=O)Nc1ccc(C(=O)O)cc1)c1ccccc1` (stereo not given) gave PhoP GFP inhibition 5%, M. tuberculosis HTS -4%, VEEV TC-83 Vero 0.8%, H1N1 NS1A inhibition 13% and tuberculosis growth -11%.
`CCC(=O)NC(c1ccccc1Cl)c1c(O)ccc2ccccc12` (stereo not given) gave PhoP GFP inhibition 6%, M. tuberculosis HTS 5%, VEEV TC-83 Vero 7.2%, H1N1 NS1A inhibition -4% and tuberculosis growth -2%.
`O=C(Nc1cc([N+](=O)[O-])ccc1N1CCCC1)c1cccs1` gave PhoP GFP inhibition -4%, M. tuberculosis HTS 2%, VEEV TC-83 Vero 7.1%, H1N1 NS1A inhibition 2% and tuberculosis growth 22%.
For COc1cc(N)c(Cl)cc1C(=O)OCC(=O)NC1CCCC1 the results were PhoP GFP inhibition 3%, M. tuberculosis HTS 8%, VEEV TC-83 Vero 3.6%, H1N1 NS1A inhibition 3% and tuberculosis growth 1%.
Screening Cc1cc(C)c(S(=O)(=O)N2CCN(C(=O)c3ccccc3OCc3c(C)noc3C)CC2)c(C)c1 returned VEEV TC-83 Vero 4.8% and H1N1 NS1A inhibition -16%.
`O=C(COc1ccccc1)NCc1n[nH]c(=S)n1-c1ccccc1` gave PhoP GFP inhibition -31%, M. tuberculosis HTS 9%, VEEV TC-83 Vero 0.6%, H1N1 NS1A inhibition -15% and tuberculosis growth 18%.
`CC(=O)C(Cc1ccccc1)NC(=O)CN1CCc2ccccc2C1` (stereo not given) gave PhoP GFP inhibition 10%, M. tuberculosis HTS 1%, VEEV TC-83 Vero inactive, H1N1 NS1A inhibition 6% and tuberculosis growth 13%.
Screening CN(C)C(=O)Cn1c(SCC(=O)Nc2ccc3c(c2)OCO3)nc2ccccc21 returned PhoP GFP inhibition -7%, M. tuberculosis HTS -4%, VEEV TC-83 Vero inactive, H1N1 NS1A inhibition 1% and tuberculosis growth -3%.
Screening Cc1cccc(CN2CCC(C(=O)Nc3ccc(Oc4cccnc4)cc3)CC2)c1 returned PhoP GFP inhibition -4%, M. tuberculosis HTS -2%, VEEV TC-83 Vero 7.9%, H1N1 NS1A inhibition 19% and tuberculosis growth 35%.
For O=C(NC1CCCCC1NC(=O)c1cccs1)c1cccs1 (stereo not given) the results were PhoP GFP inhibition 8%, M. tuberculosis HTS -6%, VEEV TC-83 Vero 1.0%, H1N1 NS1A inhibition 7% and tuberculosis growth 3%.
CCCCN(C(=O)c1c(-c2ccccc2)noc1C)c1c(N)n(CCC)c(=O)[nH]c1=O was read as M. tuberculosis HTS -4%, VEEV TC-83 Vero 3.0%, H1N1 NS1A inhibition -6% and tuberculosis growth 8%.
COc1ccc(CN(CC(=O)NCc2ccc(F)cc2)C(=O)c2csnn2)cc1 was read as PhoP GFP inhibition -3%, M. tuberculosis HTS 9%, VEEV TC-83 Vero 1.5%, H1N1 NS1A inhibition -10% and tuberculosis growth 5%.
O=C(c1ccccc1)N1CCN(C(=O)c2cc3nc(-c4ccccc4)cc(C(F)(F)F)n3n2)CC1 was read as PhoP GFP inhibition 8%, M. tuberculosis HTS 15%, VEEV TC-83 Vero 10%, H1N1 NS1A inhibition 1% and tuberculosis growth -14%.
For CCN(C(=O)COC(=O)c1ccccc1NCCO)c1cccc2ccccc12 the results were PhoP GFP inhibition -6%, M. tuberculosis HTS 13%, VEEV TC-83 Vero 9.0%, H1N1 NS1A inhibition -9% and tuberculosis growth -1%.
COc1ccc(OC)c(CN2CCC(Cc3ccccc3)CC2)c1 was read as PhoP GFP inhibition 0%, M. tuberculosis HTS -1%, VEEV TC-83 Vero inactive, H1N1 NS1A inhibition -24% and tuberculosis growth 28%.
`COc1ccccc1NC(=O)Nc1ccccc1C#N` gave PhoP GFP inhibition -9%, M. tuberculosis HTS -1%, VEEV TC-83 Vero 0.6%, H1N1 NS1A inhibition -3% and tuberculosis growth -1%.
Cc1cnc(C(=O)OCC(=O)Nc2sc3c(c2C#N)CCC3)cn1 was read as PhoP GFP inhibition 2%, M. tuberculosis HTS -7%, VEEV TC-83 Vero 0.9%, H1N1 NS1A inhibition -1% and tuberculosis growth -14%.
O=C(COC(=O)c1cc(-c2ccco2)nc2ccccc12)NCc1ccc2c(c1)OCO2 was read as PhoP GFP inhibition -6%, M. tuberculosis HTS 5%, VEEV TC-83 Vero 1.0%, H1N1 NS1A inhibition -15% and tuberculosis growth 15%.
`COC(=O)[C@]1(Cc2ccccc2)N[C@H](CN(C)C(=O)Nc2ccc(C(F)(F)F)cc2)[C@@H]2C(=O)N(Cc3ccccc3)C(=O)[C@@H]21` gave M. tuberculosis HTS 0%, VEEV TC-83 Vero inactive, H1N1 NS1A inhibition 21% and tuberculosis growth 6%.
Oc1cccc(Nc2nc(NCC3CCCO3)c3ccccc3n2)c1 (stereo not given) was read as PhoP GFP inhibition 19µM*, M. tuberculosis HTS 26%, VEEV TC-83 Vero 3.8%, H1N1 NS1A inhibition 4% and tuberculosis growth inconclusive.
CN1CCN(S(=O)(=O)c2ccc(N3CCN(S(=O)(=O)c4cccs4)CC3)nc2)CC1 was read as PhoP GFP inhibition 8%, M. tuberculosis HTS -3%, VEEV TC-83 Vero 6.3%, H1N1 NS1A inhibition 2% and tuberculosis growth -13%.
`COc1ccc(C(=O)N2CC(=O)Nc3ccc(C)cc3C2c2ccccc2)cc1` (stereo not given) gave VEEV TC-83 Vero 1.3% and H1N1 NS1A inhibition 1%.
Screening O=C(CSc1nnc(Cc2cccs2)n1C1CCCCC1)N1CCCc2ccccc21 returned PhoP GFP inhibition 3%, M. tuberculosis HTS -1%, VEEV TC-83 Vero 4.1%, H1N1 NS1A inhibition 0% and tuberculosis growth 37%.
Screening Cc1c(-c2ccccc2)cn2c1-c1ccc(C)n1CC2 returned PhoP GFP inhibition 1%, M. tuberculosis HTS 5%, VEEV TC-83 Vero 1.8%, H1N1 NS1A inhibition 10% and tuberculosis growth 2%.
`CCOC(=O)c1c(NC(=O)CN2CCN(c3cccc(Cl)c3)CC2)sc(C)c1C` gave VEEV TC-83 Vero 0.3% and H1N1 NS1A inhibition 6%.
Cc1cc(F)ccc1S(=O)(=O)N1CCCOC1CNC(=O)C(=O)NC1CCCC1 (stereo not given) was read as PhoP GFP inhibition -9%, M. tuberculosis HTS -10%, VEEV TC-83 Vero 8.1%, H1N1 NS1A inhibition -1% and tuberculosis growth -1%.
CCC(=O)NCCNc1ccc([N+](=O)[O-])cn1 was read as PhoP GFP inhibition 2%, M. tuberculosis HTS 0% and tuberculosis growth -5%.
`O=C(O)COc1ccccc1/C=N/NC(=O)CSc1nc2ccccc2n1Cc1ccccc1Cl` gave PhoP GFP inhibition 9%, M. tuberculosis HTS -12%, VEEV TC-83 Vero inactive, H1N1 NS1A inhibition -7% and tuberculosis growth 32%.
`CCCOC(=O)c1ccc(NC(=O)CN(C)Cc2cccs2)cc1` gave PhoP GFP inhibition -1%, M. tuberculosis HTS inconclusive, VEEV TC-83 Vero 0.5%, H1N1 NS1A inhibition -13% and tuberculosis growth 73%.
`CCCc1cc(=O)oc2c(C)c(OC(C)C(=O)NCC(O)c3ccccc3)ccc12` (stereo not given) gave PhoP GFP inhibition 7%, M. tuberculosis HTS 4%, VEEV TC-83 Vero 3.3%, H1N1 NS1A inhibition 0% and tuberculosis growth 15%.
`CC(=O)Nc1ccc(NC(=O)CSc2nc(=O)n(Cc3cccnc3)c3c2CCC3)cc1` gave VEEV TC-83 Vero inactive and H1N1 NS1A inhibition -7%.
For Cc1onc(-c2ccccc2)c1C(=O)n1nnc2ccccc21 the results were PhoP GFP inhibition -7%, M. tuberculosis HTS 3%, VEEV TC-83 Vero inactive, H1N1 NS1A inhibition -4% and tuberculosis growth -3%.
CC(OC(=O)c1cc(=O)[nH]c2ccccc12)C(=O)NC1CCCC1 (stereo not given) was read as M. tuberculosis HTS -5%, VEEV TC-83 Vero 1.4%, H1N1 NS1A inhibition -7% and tuberculosis growth -5%.
For C=C1CCC2C(C)(C)[C@H](O)CC[C@@]2(C)[C@@H]1COc1cc(=O)oc2ccccc12 (stereo not given in full) the results were PhoP GFP inhibition 4%, M. tuberculosis HTS 5%, VEEV TC-83 Vero 6.1%, H1N1 NS1A inhibition 14%, tuberculosis growth 38% and VEEV TC-83 Vero 10K pilot screen 6.9.
Screening COc1ccc(C(=O)C(OC(=O)c2ccccc2)c2ccccc2)cc1 (stereo not given) returned PhoP GFP inhibition -6%, M. tuberculosis HTS -14%, VEEV TC-83 Vero inactive, H1N1 NS1A inhibition -8% and tuberculosis growth -7%.
Screening COc1ccc(NC(=O)CSc2nnc(N)s2)cc1 returned PhoP GFP inhibition -5%, M. tuberculosis HTS -5%, VEEV TC-83 Vero 1.7%, H1N1 NS1A inhibition 8%, tuberculosis growth -1% and VEEV TC-83 Vero 10K pilot screen 0.5.
For CC(Oc1ccc(C(=O)c2ccccc2)cc1)C(=O)N1CCOCC1 (stereo not given) the results were PhoP GFP inhibition 8%, M. tuberculosis HTS -2%, VEEV TC-83 Vero 1.3%, H1N1 NS1A inhibition -5% and tuberculosis growth -4%.
`CCn1c(CN2CCOCC2)nnc1SCC(=O)Nc1ccc(C)cc1` gave PhoP GFP inhibition -4%, M. tuberculosis HTS -5%, VEEV TC-83 Vero 2.2%, H1N1 NS1A inhibition 1% and tuberculosis growth 9%.
CCOc1ccc(C(=O)NCC(=O)Nc2ccc(N3CCOCC3)cc2)cc1OCC was read as PhoP GFP inhibition -9%, M. tuberculosis HTS -2%, VEEV TC-83 Vero 3.4%, H1N1 NS1A inhibition -3% and tuberculosis growth 3%.

Among those listed so far, six contain fluorine:
Screening CCOC(=O)c1ccccc1NC(=O)CN1CCC(n2nnc3cc(F)ccc32)CC1 returned VEEV TC-83 Vero 0.6% and H1N1 NS1A inhibition -11%.
Screening CCCCn1c(N)c(N(CCOC)C(=O)C2CCN(S(=O)(=O)c3ccc(F)cc3)CC2)c(=O)[nH]c1=O returned PhoP GFP inhibition 1%, M. tuberculosis HTS -4%, VEEV TC-83 Vero 0.3%, H1N1 NS1A inhibition -7% and tuberculosis growth 13%.
COc1ccc(CN(CC(=O)NCc2ccc(F)cc2)C(=O)c2csnn2)cc1 was read as PhoP GFP inhibition -3%, M. tuberculosis HTS 9%, VEEV TC-83 Vero 1.5%, H1N1 NS1A inhibition -10% and tuberculosis growth 5%.
O=C(c1ccccc1)N1CCN(C(=O)c2cc3nc(-c4ccccc4)cc(C(F)(F)F)n3n2)CC1 was read as PhoP GFP inhibition 8%, M. tuberculosis HTS 15%, VEEV TC-83 Vero 10%, H1N1 NS1A inhibition 1% and tuberculosis growth -14%.
`COC(=O)[C@]1(Cc2ccccc2)N[C@H](CN(C)C(=O)Nc2ccc(C(F)(F)F)cc2)[C@@H]2C(=O)N(Cc3ccccc3)C(=O)[C@@H]21` gave M. tuberculosis HTS 0%, VEEV TC-83 Vero inactive, H1N1 NS1A inhibition 21% and tuberculosis growth 6%.
Cc1cc(F)ccc1S(=O)(=O)N1CCCOC1CNC(=O)C(=O)NC1CCCC1 (stereo not given) was read as PhoP GFP inhibition -9%, M. tuberculosis HTS -10%, VEEV TC-83 Vero 8.1%, H1N1 NS1A inhibition -1% and tuberculosis growth -1%.
